D1 ag – human D1 receptor agonism; P21728; HEK293 T-REx D1 cells, calcium flux, agonist mode; activation, % at 2 µM; AID 504660; 1% of 360,000 active; in the data active = activation above about 30%; also: 0% is about no effect
Target sequence (P21728 whole entry, looked up): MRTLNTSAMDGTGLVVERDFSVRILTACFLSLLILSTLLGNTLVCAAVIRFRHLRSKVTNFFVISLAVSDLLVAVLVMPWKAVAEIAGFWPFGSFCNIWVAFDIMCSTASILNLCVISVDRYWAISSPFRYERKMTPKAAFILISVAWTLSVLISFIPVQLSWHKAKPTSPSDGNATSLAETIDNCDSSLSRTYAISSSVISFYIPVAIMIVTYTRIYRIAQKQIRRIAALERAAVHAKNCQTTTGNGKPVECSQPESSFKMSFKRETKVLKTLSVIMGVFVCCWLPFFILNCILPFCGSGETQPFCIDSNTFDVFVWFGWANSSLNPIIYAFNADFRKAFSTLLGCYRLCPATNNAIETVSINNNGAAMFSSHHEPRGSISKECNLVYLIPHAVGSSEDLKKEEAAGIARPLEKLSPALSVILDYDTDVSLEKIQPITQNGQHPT
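Inducible HEK293 T-REx D1 cells, force-coupled to calcium signalling, were plated at 4000 cells/well with tetracycline and held overnight at 30 C. After no-wash calcium dye loading, compound-evoked calcium rise over 180 s flagged agonists.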
D2 ag – activates the human D2 dopamine receptor. P14416. HEK293 T-REx D2 cells, calcium flux agonist mode. activation, % at 2 µM. 0.53% of 340,000 active;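 active = activation over 3 SD above normal in the single-dose calcium agonist read, cut at about 30% in these data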; also: 0% is about no effect
Target sequence (P14416 whole entry, looked up): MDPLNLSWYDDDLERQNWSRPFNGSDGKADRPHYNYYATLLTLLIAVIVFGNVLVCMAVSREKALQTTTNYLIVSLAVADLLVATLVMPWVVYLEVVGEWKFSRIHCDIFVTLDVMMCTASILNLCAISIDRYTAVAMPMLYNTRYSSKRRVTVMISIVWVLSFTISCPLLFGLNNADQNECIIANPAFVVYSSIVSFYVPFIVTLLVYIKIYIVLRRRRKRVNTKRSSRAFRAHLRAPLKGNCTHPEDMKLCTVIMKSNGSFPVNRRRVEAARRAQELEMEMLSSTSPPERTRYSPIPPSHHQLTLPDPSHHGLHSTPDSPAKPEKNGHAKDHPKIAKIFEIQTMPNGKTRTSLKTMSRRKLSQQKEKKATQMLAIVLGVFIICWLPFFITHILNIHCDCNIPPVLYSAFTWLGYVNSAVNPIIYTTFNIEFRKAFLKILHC
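In this primary screen, compounds producing a positive calcium signal within 180 s of addition to tetracycline-induced, force-coupled HEK293 Trex D2 cells are flagged; cells are dye-loaded with a no-wash calcium kit beforehand.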
RXFP1 agonist – activates the human relaxin receptor RXFP1. Q9HBX9. HEK293T-RXFP1 cAMP TR-FRET, 30 min; response scale: percent of porcine relaxin response, buffer zero. Potency, µM (doses to about 57.5 µM), inactives show at the highest dose activation, hits mostly activators. 0.3% of 370,000 active; active = well fitted activation curve with a large enough effect; also: potency is read from the fitted curve at half-maximal effect; % is scaled to controls: 0 for no effect and ±100 for the full control effect; nearly all actives have a fitted effect of over 60% in size; many of its hits are not listed in these tables
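Agonist response is measured as cAMP accumulation in an RXFP1-transfected HEK293T line under PDE4 inhibition. Values are scaled between buffer-only and 29 nM porcine relaxin, and EC50s come from standard Hill equation fits.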
D1 potentiator – potentiators of human D1 dopamine receptor. HEK293 TREx D1 cells, calcium flux, dopamine EC20 potentiation. potentiation, % at 10 µM. 0.036% of 360,000 active. AID 504651; in the data active = potentiation above about 30%; also: 0% is about no effect
D2 antag – antagonizes the human D2 dopamine receptor. P14416. HEK293 TREx D2 cells, calcium flux, dopamine EC80. inhibition, % at 10 µM. 2% of 340,000 active; in the data active = inhibition above about 30%; also: 0% is about no effect
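Tetracycline-induced HEK293 TREx cells expressing D2 receptor forced-coupled to calcium signalling, loaded with no-wash calcium dye. Compounds added and calcium flux read 180 s, then dopamine added at EC80 and read a further 180 s.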
D2 potentiator – positively modulates the human D2 dopamine receptor allosterically. P14416. HEK293 T-REx D2, calcium flux, EC20 dopamine potentiation. potentiation, % at 10 µM. 0.34% of 340,000 active;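 active = potentiation over 3 SD above the plate norm, cut at about 30% in these data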; also: 0% is about no effect
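Calcium flux readout, no-wash dye, 1 read/s. Inducible HEK293 Trex D2 line, overnight 30 C. Compound alone 180 s (agonist flags), then EC20 dopamine, another 180 s to score potentiation.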
D1 antag – human D1 dopamine receptor antagonism. HEK293 TREx D1 cells, calcium flux, dopamine EC80; hits give low values. activity change, negative = inhibition, % at 10 µM. 3.2% of 360,000 active. AID 504652; in the data active = activity change below about -30%; also: % is scaled to controls: 0 for no effect and ±100 for the full control effect
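Using tetracycline-induced force-coupled D1 Hek293 cells and a calcium dye, signals were followed for 180 s after compound, then for 180 s after EC80 dopamine, to detect inhibitors.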
RXFP1 antag – RXFP1 (human) relaxin receptor antagonism | Q9HBX9 | HEK293-RXFP1, relaxin-stimulated cAMP HTRF, 30 min; hits give low values | activity change, negative = inhibition, % at 57.5 µM | 0.59% of 350,000 active | AID 1259400;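 active = activity change of -60% or lower, but not beyond a set lower limit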; also: % is scaled to controls: 0 for no effect and ±100 for the full control effect
TRHR PAM – allosterically enhances the human TRH receptor; enhancement, % at 2 µM; AID 493056; TRHR cells, fluo-8 calcium fluorescence, EC20 TRH enhancement; 0.66% of 360,000 active; in the data active = enhancement above about 30%; also: 0% is about no effect
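Enhancer read-out: after compound pinning and an initial kinetic agonist-mode read, an EC20 of TRH (10 nM final) was injected and fluo-8 calcium signal (Ex 480/Em 530) followed at 1 s/cycle for 100 cycles in TRHR-expressing cells.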
Active calls of the source: *; / = no result given.

SMILES	D1 ag	D2 ag	RXFP1 agonist	D1 potentiator	D2 antag	D2 potentiator	D1 antag	RXFP1 antag	TRHR PAM
CN(CC(=O)Oc1ccc(-c2nnco2)cc1)S(=O)(=O)c1ccc(F)cc1	3	0.4	2.2%	-8	11	-3	-16	-22	0
COc1ccccc1-c1cc(C(F)(F)F)nc(S(=O)(=O)CCCC(=O)Nc2ccc(F)c(Cl)c2)n1	2	0.8	15%	1	/	4	-11	-7	2
CCOC(=O)COn1c(=O)c(-c2ccc(F)cc2)[n+]([O-])c2ccccc21	2	0.4	0.6%	0	-11	-1	-13	-1	19
O=C(Nc1cccnc1)c1cc(-c2ccc(Br)cc2)nc2ccccc12	4	-0.3	1.6%	-8	22	-12	-4	-18	-12
COc1cc(OC)c2c(c1)C(=O)OC2OC (stereo not drawn)	1	-0.2	-4.9%	-1	-1	7	12	-12	36*
COc1ccc(-c2nc(CN3CCCCC3c3cccnc3)c(C)o2)c(F)c1 (stereo not drawn)	0	0.1	1.0%	-8	3	13	-6	2	-2
CCn1c(SCC(=O)N2CCCC2)nc2c1c(=O)n(C)c(=O)n2C	1	0.6	16%	0	5	-1	1	-5	5
CCCS(=O)(=O)N1CCC(C(=O)NCCCOCC)CC1	2	0.8	2.6%	1	-2	-3	18	-4	1
Cc1cccc(CC2CC(=O)N(CCc3ccc4c(c3)OCO4)C2=O)c1 (stereo not drawn)	8	-0.3	-2.8%	-4	-3	3	-25	-10	-6
Cc1ccc(Cn2nc(C)cc2C(=O)Nc2ccccc2Cl)cc1	8	-1.3	1.1%	0	11	4	9	9	-1
COCCn1c(-c2ccc(Cl)cc2)nc2c(c(=O)c3ccccc3n2C)c1=O	1	-0.9	2.1%	3	13	27	9	/	1
Cn1ccnc1SCC(=O)Nc1cc(C(F)(F)F)ccc1N1CCOCC1	-2	0.1	-1.0%	-2	9	-10	/	8	-10
O=C(NCc1cccc(Cl)c1)c1cccc(S(=O)(=O)N2CCCCC2)c1	5	0.5	-0.1%	0	11	-8	-5	-3	-2
O=C(O)CCCNS(=O)(=O)c1ccccc1	0	1.4	1.7%	2	14	5	-5	-5	2
CCOc1ccc(C(=O)Nc2ccc3[nH]ncc3c2)cc1	2	0.5	7.4%	-7	9	-8	-22	3	-5
NS(=O)(=O)c1ccc(N/C=C\C(=O)c2ccc(F)cc2)cc1	3	1.5	3.5%	-9	-9	-5	2	-6	1
CN1CCN(C(=O)CC23CC4CC(CC(C4)C2)C3)CC1	2	0.1	2.5%	4	-2	-11	-3	6	-3
COc1ccc(S(=O)(=O)Nc2c(F)cccc2F)cc1	1	0.6	0.4%	-1	-11	-8	5	-3	8
O=C(CN1CCCN(Cc2cccc(Cl)c2)S1(=O)=O)Nc1ccc2c(c1)OCCO2	1	1.1	2.3%	0	/	-3	7	-10	-3
Cc1nc2ccccc2c2ncccc12	2	0.6	-1.8%	0	-7	16	-7	-1	0
CC1(C)NC(=O)N(CC(=O)OCC(=O)Nc2sccc2C#N)C1=O	1	2.2	0.2%	4	-2	13	8	-1	4
COc1ccccc1C(=O)COC(=O)c1ccccc1OCC(=O)Nc1ccc(SC(F)F)cc1	7	3.6	1.3%	-1	-10	10	11	2	-1
Clc1ccc(-n2cccc2CN2CCc3c([nH]c4ccccc34)C2c2ccccn2)nc1 (stereo not drawn)	0	-1.1	-1.7%	4	4	0	-17	-6	-7
COc1ccc(C(=O)N/C(=C\c2cn(S(=O)(=O)N(C)C)c3ccccc23)C(=O)NCCCN2CCOCC2)cc1	3	0.0	0.3%	-3	-20	-4	11	-20	2
CCN(CC)C(=O)CSc1nc2ccsc2c(=O)n1CCCC(=O)NCCc1ccc(S(N)(=O)=O)cc1	2	0.1	12%	-3	-5	-7	20	7	-2

Four of the compounds above, with two lines to a compound:
Below each SMILES – D1 ag | D2 ag | RXFP1 agonist | D1 potentiator | D2 antag | D2 potentiator | D1 antag | RXFP1 antag | TRHR PAM
> CN1CCN(C(=O)CC23CC4CC(CC(C4)C2)C3)CC1
    2 | 0.1 | 2.5% | 4 | -2 | -11 | -3 | 6 | -3
> COc1ccc(S(=O)(=O)Nc2c(F)cccc2F)cc1
    1 | 0.6 | 0.4% | -1 | -11 | -8 | 5 | -3 | 8
> O=C(O)CCCNS(=O)(=O)c1ccccc1
    0 | 1.4 | 1.7% | 2 | 14 | 5 | -5 | -5 | 2
> Cc1ccc(Cn2nc(C)cc2C(=O)Nc2ccccc2Cl)cc1
    8 | -1.3 | 1.1% | 0 | 11 | 4 | 9 | 9 | -1

Compound profiles (already shown).
Listed for COc1ccccc1C(=O)COC(=O)c1ccccc1OCC(=O)Nc1ccc(SC(F)F)cc1 → D1 ag = 7; D2 ag = 3.6; RXFP1 agonist = 1.3%; D1 potentiator = -1; D2 antag = -10; D2 potentiator = 10; D1 antag = 11; RXFP1 antag = 2; TRHR PAM = -1
Listed for COCCn1c(-c2ccc(Cl)cc2)nc2c(c(=O)c3ccccc3n2C)c1=O → D1 ag = 1; D2 ag = -0.9; RXFP1 agonist = 2.1%; D1 potentiator = 3; D2 antag = 13; D2 potentiator = 27; D1 antag = 9; RXFP1 antag = /; TRHR PAM = 1
Listed for COc1ccc(C(=O)N/C(=C\c2cn(S(=O)(=O)N(C)C)c3ccccc23)C(=O)NCCCN2CCOCC2)cc1 → D1 ag = 3; D2 ag = 0.0; RXFP1 agonist = 0.3%; D1 potentiator = -3; D2 antag = -20; D2 potentiator = -4; D1 antag = 11; RXFP1 antag = -20; TRHR PAM = 2

Returning to the listing with the 2 entries that preceded the break.
SMILES	D1 ag	D2 ag	RXFP1 agonist	D1 potentiator	D2 antag	D2 potentiator	D1 antag	RXFP1 antag	TRHR PAM
COc1ccc(C(=O)N/C(=C\c2cn(S(=O)(=O)N(C)C)c3ccccc23)C(=O)NCCCN2CCOCC2)cc1	3	0.0	0.3%	-3	-20	-4	11	-20	2
CCN(CC)C(=O)CSc1nc2ccsc2c(=O)n1CCCC(=O)NCCc1ccc(S(N)(=O)=O)cc1	2	0.1	12%	-3	-5	-7	20	7	-2
CC(=O)NC(Cc1cc(C)ccc1C)C(=O)N1CCN(C(=O)c2ccc(Br)cc2)CC1 (stereo not drawn)	2	0.6	0.2%	-6	14	8	-22	-2	17
CCc1nnc(NS(=O)(=O)c2ccc(NS(=O)(=O)c3ccccc3[N+](=O)[O-])cc2)s1	1	/	-0.8%	7	/	/	-2	2	3
CCOC(=O)N1CCc2c(sc3c2c(=O)n(CCc2ccccc2)c(=O)n3CC(=O)Nc2ccccc2C)C1	0	0.1	1.9%	1	/	3	0	20	-1
O=C(OCc1nnc(-c2ccccc2)o1)c1cc(F)c(F)cc1Cl	5	0.5	3.0%	-13	-12	11	-7	-10	3
COc1ccc(CNC(=O)C(C(C)C)N2Cc3ccccc3C2=O)cc1 (stereo not drawn)	9	-0.5	2.8%	1	/	2	-10	3	-5
NS(=O)(=O)c1cc(C(=O)OCC(=O)NC2CC2)ccc1Cl	2	0.6	-0.7%	-2	-5	-1	-13	-5	4
COc1ccc(C2=NN3C(=O)c4c(ccc(OC)c4OC)C3C2)cc1 (stereo not drawn)	2	-0.7	2.3%	-8	20	2	5	-1	3
Cc1nc(C)n(CC(C)C(=O)N2CCN(S(=O)(=O)c3ccc(Cl)cc3)CC2)n1 (stereo not drawn)	1	-0.2	3.0%	4	7	3	-15	7	0
COc1ccc(NC(=O)CSc2ccc(-c3ccco3)nn2)c(OC)c1	1	-0.1	4.3%	2	-6	10	14	6	9
CCN(CC)S(=O)(=O)c1ccc(N2CCCC2)c(NC(=O)C2CSC3(C)CCC(=O)N23)c1 (stereo not drawn)	-1	0.2	1.9%	2	-7	10	23	-12	3
COC(=O)[C@@]1(Cc2ccc(OC)cc2)[C@H]2c3cc(C(=O)N4CCCC4)n(Cc4ccc(C)o4)c3C[C@H]2CN1C(=O)c1ccccc1	0	-0.4	-0.1%	-2	-9	2	12	/	5
O=C(CN1C(=O)c2cccc([N+](=O)[O-])c2C1=O)N1CCN(c2ccc(F)cc2)CC1	1	0.2	2.1%	-7	2	5	-3	-11	6
CC(C)CC(=O)N[C@H](C(=O)N[C@H](C(=O)N[C@@H](CC(C)C)[C@@H](O)CC(=O)N[C@@H](C)C(=O)N[C@@H](CC(C)C)[C@@H](O)CC(=O)O)C(C)C)C(C)C	1	-1.7	1.5%	-5	1	-6	-15	15	-5
CNC(=O)c1ccsc1NC(=O)c1ccc(Cl)s1	6	3.1	0.8%	/	-2	2	-18	/	4
COCCN(C(=O)c1cc2c(s1)CCCCC2)c1c(N)n(CC(C)C)c(=O)[nH]c1=O	3	0.2	4.2%	/	-5	7	11	1	2
O=C1CCCN1CN(C(=O)c1ccc2c(c1)OCO2)c1cccc(Cl)c1	2	/	-0.7%	-6	/	-5	-9	-11	-4
O=C(/C=C/c1ccco1)NC(=S)Nc1cccc([N+](=O)[O-])c1	4	-1.2	1.5%	-4	-18	-5	-22	-24	32*
Cc1nnc(NC(=O)c2ccc(S(=O)(=O)N(C)Cc3ccccc3)cc2)o1	1	0.2	1.0%	2	5	4	-12	16	-1
COc1ccc(C(=O)Nc2ccccc2N2CCCCC2)cc1[N+](=O)[O-]	2	0.6	2.7%	4	27	21	-1	0	14
Cc1ccc(S(=O)(=O)NCc2ccncc2)cc1C(=O)NCC(C)C	2	0.9	-2.4%	1	-2	-13	-3	-6	7
O=S(=O)(c1ccc(N=C2NN=C(c3cc(F)ccc3F)CS2)cc1)N1CCOCC1	4	0.0	1.1%	-3	18	30*	4	-8	1
Cc1ccc(NC(=O)Cn2c(=O)n(CCc3ccccc3)c(=O)c3sc4ccccc4c32)cc1C	2	/	12%	-2	/	6	-26	/	8
CCCCn1c(N)c(N(CCC(C)C)C(=O)c2[nH]c(C)c(C(=O)OCC)c2C)c(=O)[nH]c1=O	3	-0.3	-0.8%	2	-3	2	-3	-8	-5
CCn1cc(/C=C(\NC(=O)c2ccc(OC)c(OC)c2)C(=O)N2CCOCC2)c2ccccc21	1	-0.5	0.5%	-7	-6	-3	20	-2	6
COC(=O)Nc1csc2c1NC(=O)CCCC2	3	1.3	-1.2%	9	15	-3	-5	-12	2
c1csc(-c2ccnc3ncnn23)c1	-1	2.2	7.4%	-1	13	5	17	-2	4
O=C(Nc1cc(-c2ccc(F)c(F)c2)no1)c1ccccc1F	-3	-1.7	-0.7%	0	/	0	-1	1	2
COCC(=O)N(Cc1cc2cc(C)ccc2[nH]c1=O)c1ccccc1	3	-0.6	-0.8%	-3	-14	-3	9	-7	6

Bioassay records deposited in PubChem by National Center for Advancing Translational Sciences (NCATS).

An excerpt (hit frequency here may not be typical).
